Assay outcomes as filed in PubChem.
IL1B secr inh: blocks inflammasome-driven IL-1 beta release | THP-1 LPS/ATP IL-1B secretion, AlphaLISA, 16 h; stronger effect = lower value | activity change, % at 57.5 µM | 360,000 compounds, 4.7% hits | AID 743279; in the data active means activity change below about -50%; inconclusive means mostly about -30% to -49%; further: on the % scale 0 is the no-effect control and ±100 the full control effect
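THP-1 cells pretreated 1 hr with compounds (up to 57.5 uM final), then stimulated with LPS (250 ng/mL final) plus ATP (1.25 mM final); secreted IL-1B measured by AlphaLISA after 16 hr, decreased signal indicating inhibition.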
SW480 rereplic: inducers of DNA re-replication in SW480 colon cancer cells. 340,000 compounds, 1.8% hits. Potency, µM (titrated, usually from 46.1 µM), for inactives: top-dose re-replication activation, usual class: activators. SW480 DNA re-replication, Hoechst DNA content imaging, 48 h. AID 624297; further: potency means the concentration at half of the fitted maximal effect; % of control where 0% means no effect; nearly all actives have a fitted effect of over 55% in size
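SW480 cells exposed to compounds for 48 hr at 37 C, 5% CO2, then Hoechst-stained 40 min. Nuclear DNA content imaged by fluorescence scanning (405 nm excitation, 500-530 nm emission); re-replication scored as increased high-intensity nuclei.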
WRN inhibitor: blocks human WRN helicase; Q14191; WRN helicase unwinding, fluorescent forked duplex, kinetic; Potency, µM (doses to about 114 µM), for the others: at the top dose activity change, negative = inhibition, actives largely listed as inhibitors; 360,000 compounds, 0.46% hits; AID 651768; further: potency means the concentration at half of the fitted maximal effect; on the % scale 0 is the no-effect control and ±100 the full control effect; nearly all actives have a fitted effect of over 55% in size
Target sequence (Q14191 whole entry, looked up): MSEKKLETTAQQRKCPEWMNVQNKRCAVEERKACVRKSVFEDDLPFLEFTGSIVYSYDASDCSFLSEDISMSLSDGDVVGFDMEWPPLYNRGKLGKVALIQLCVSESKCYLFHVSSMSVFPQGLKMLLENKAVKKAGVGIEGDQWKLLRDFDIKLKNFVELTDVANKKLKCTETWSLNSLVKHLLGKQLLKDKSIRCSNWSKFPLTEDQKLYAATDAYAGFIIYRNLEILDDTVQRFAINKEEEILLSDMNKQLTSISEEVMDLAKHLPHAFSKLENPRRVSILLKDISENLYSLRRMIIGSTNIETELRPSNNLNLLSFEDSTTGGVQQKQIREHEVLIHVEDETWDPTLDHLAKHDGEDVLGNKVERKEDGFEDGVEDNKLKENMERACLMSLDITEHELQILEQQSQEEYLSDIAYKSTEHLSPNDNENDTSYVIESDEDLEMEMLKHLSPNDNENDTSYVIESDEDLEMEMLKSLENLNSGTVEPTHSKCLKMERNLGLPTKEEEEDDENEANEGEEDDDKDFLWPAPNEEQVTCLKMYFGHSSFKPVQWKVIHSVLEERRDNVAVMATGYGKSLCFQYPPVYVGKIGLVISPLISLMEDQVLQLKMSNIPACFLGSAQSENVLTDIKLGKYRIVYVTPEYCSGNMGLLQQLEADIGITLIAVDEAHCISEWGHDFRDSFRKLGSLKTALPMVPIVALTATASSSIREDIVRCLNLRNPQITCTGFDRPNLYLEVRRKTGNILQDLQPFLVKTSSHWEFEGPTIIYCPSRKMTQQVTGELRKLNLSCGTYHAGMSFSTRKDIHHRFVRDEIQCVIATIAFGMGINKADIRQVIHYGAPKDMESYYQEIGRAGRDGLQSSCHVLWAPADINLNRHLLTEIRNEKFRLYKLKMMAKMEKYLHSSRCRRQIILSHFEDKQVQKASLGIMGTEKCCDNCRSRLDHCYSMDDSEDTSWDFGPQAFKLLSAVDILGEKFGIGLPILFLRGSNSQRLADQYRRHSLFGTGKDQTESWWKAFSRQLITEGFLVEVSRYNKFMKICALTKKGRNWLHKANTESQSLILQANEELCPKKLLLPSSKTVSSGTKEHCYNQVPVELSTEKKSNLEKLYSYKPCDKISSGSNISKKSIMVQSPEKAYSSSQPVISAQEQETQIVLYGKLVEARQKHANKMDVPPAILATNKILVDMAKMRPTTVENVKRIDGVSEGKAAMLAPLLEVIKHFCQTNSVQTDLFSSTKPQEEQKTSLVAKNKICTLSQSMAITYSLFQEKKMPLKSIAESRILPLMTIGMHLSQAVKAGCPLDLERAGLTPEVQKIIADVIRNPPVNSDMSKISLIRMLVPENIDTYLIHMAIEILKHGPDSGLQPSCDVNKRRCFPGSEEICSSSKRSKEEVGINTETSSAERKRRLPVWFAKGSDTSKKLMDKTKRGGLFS
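Screening of the MLSMR collection measured strand separation of a quenched forked DNA duplex (100 nM) by 20 nM WRN with 2 mM ATP, all final. Compounds were preincubated with enzyme 15 min at room temperature.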
KB-V1 cytotox: kills drug-selected multidrug resistant KB-V1 cells | KB-V1 MDR cells viability, CellTiter-Glo, 72 h | AID 1347076 | Potency, µM (doses to about 46.1 µM), for the others: top-dose activity change, negative = cytotoxicity, hits mostly cytotoxic | 400,000 compounds, 3.4% hits; further: potency means the concentration at half of the fitted maximal effect; on the % scale 0 is the no-effect control and ±100 the full control effect; nearly all actives have a fitted effect of over 60% in size
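Compound-treated KB-V1 multidrug-resistant cells, 72 h, 37 degrees C; viability by CellTiter-Glo. Fitted qHTS curves give the values.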
ATXN2 expr inh: reduces ATXN2 reporter expression in HEK-293 cells | Potency, µM (doses to about 57 µM), inactives show at the top dose activity change, negative = inhibition, hits mostly inhibitors | 360,000 compounds, 0.72% hits | HEK-293 ATXN2-luciferase reporter, luminescence, 24 h | AID 1745845; further: potency means the concentration at half of the fitted maximal effect; on the % scale 0 is the no-effect control and ±100 the full control effect; nearly all actives have a fitted effect of over 55% in size
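ATXN2-luciferase reporter cells (luciferase flanked by upstream and downstream ATXN2 gene portions) were treated 24 h at 37 °C with compounds at up to 57 uM. SteadyGlo luminescence gave expression; GF-AFC fluorescence gave viability.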
KB-3-1 cytotox: KB-3-1 parental cell cytotoxicity; KB-3-1 viability, CellTiter-Glo ATP luminescence, 72 h; Potency, µM (doses to about 46.1 µM), for the others: at the top dose activity change, negative = cytotoxic, most hits filed as cytotoxic; 400,000 compounds, 1.4% hits; AID 1347075; further: potency means the concentration at half of the fitted maximal effect; on the % scale 0 is the no-effect control and ±100 the full control effect; nearly all actives have a fitted effect of over 60% in size
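Here the drug-naive KB-3-1 line serves as comparator for MDR sub-line selectivity; cells received compound titrations, 72 h at 37 °C, then CellTiter-Glo readout.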
HT1080 IDH1KD tx: kills HT-1080 cells with IDH1 knockdown. HT-1080 IDH1 knockdown viability, ATP luminescence, 48 h. Potency, µM (top dose mostly 46.1 µM), without a hit: at the top dose activity, negative = toxicity, usual class: cytotoxic. 360,000 compounds, 2% hits;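 further: potency means the concentration at half of the fitted maximal effect; 0% = DMSO wells and -100% = cell-free medium wells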
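HT-1080-IDH1KD cells (IDH1 knocked down), 750/well in RPMI with 5% FBS, treated with compound 48 h at 37 degrees C. Viability by CellTiter-Glo luminescence, normalised to DMSO and no-cell wells; concentration-response curves classed.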
MCF10A rereplic: DNA re-replication induction in MCF 10a cells; MCF 10A DNA re-replication, Hoechst nuclear intensity, 48 h; Potency, µM (doses to about 46.1 µM), for inactives: at the top dose activity, positive = re-replication, hits mostly activators; 350,000 compounds, 2.9% hits; AID 624296; further: potency means the concentration at half of the fitted maximal effect; % of control where 0% means no effect; nearly all actives have a fitted effect of over 50% in size
HT1080NT lethal: kills 2HG-producing HT-1080-NT fibrosarcoma cells; HT-1080-NT fibrosarcoma viability, CellTiter-Glo ATP luminescence, 48 h; Potency, µM (titrated, usually from 46.1 µM), without a hit: at the top dose activity, negative = less viability, actives largely listed as cytotoxic; 360,000 compounds, 1.6% hits; AID 686970;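 further: NT is the 2HG producing partner of a matched IDH1 knockdown line; potency means the concentration at half of the fitted maximal effect; 0% = DMSO-treated cells and -100% = media-only wells without cells; nearly all actives have a fitted effect of over 55% in size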
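Luminescent CellTiter-Glo readout after 48 hours of compound exposure at 37 degrees C defined viability of HT-1080-NT cells. Activity was normalized to DMSO wells and cell-free media wells; concentration-response curves were fitted and assigned curve classes.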
Numbers without * were called inactive; ? = inconclusive; · = no result given; & = joins results of further samples; [ ] = remark or other dose. Unless noted, the call rests on the fitted dose curve; in most records, active means well fitted curve in the direction sought with a large enough effect; inconclusive means small, poorly fitted or top-dose-only effect, or another doubt; inactive means no such curve, though single readings can be large; an effect the other way counts as inactive or inconclusive.

SMILES | IL1B secr inh | SW480 rereplic | WRN inhibitor | KB-V1 cytotox | ATXN2 expr inh | KB-3-1 cytotox | HT1080 IDH1KD tx | MCF10A rereplic | HT1080NT lethal
N#Cc1c(NC(=O)c2cccc(S(=O)(=O)Nc3ccc(C(=O)O)cc3)c2)sc2c1CCCC2 | -5 | -15% | -18% | 0% | -5% | 6% | -2% | 13% | 0%
COc1ccc(S(=O)(=O)N2CCC(C(=O)NC3CCCC3)CC2)cc1OC | -9 | -1% | -11% | 23% | 4% | 18% | 6% | -2% | 10%
Nc1nc(SCc2ccccc2)cc(SCc2ccccc2)n1 | -23 | 8% | -2% | 0% | 57%[activator] | 0% | -13% | 8.2µM* | -6%
CC1(C)CC(=O)C2=C(C1)N(CCN1CCOCC1)C1=C(C(=O)CC(C)(C)C1)C2c1cccc(Cl)c1 | -13 | ? | 5% | -4% | -11% | -5% | 0% | -1% | -9%
Cc1cc2ccccc2cc1CN1CCOCC1 | 21 | -1% | 1% | -7% | 4% | 0% | -8% | 0% | 2%
CC1CC(C)CN(CC(=O)N2CCOCC2)C1 (centres undefined) | -13 | -34%[inhibitor] | 6% | 1% | · | 13% | 5% | 5% | 12%
CC(C)c1c(C(=O)N/N=C/c2ccsc2)nnn1-c1nonc1N | 4 | -2% | 2% | ? | · | 0% | 7% | 2% | 4%
O=C(NC(NC(=S)Nc1ccccc1O)C(Cl)(Cl)Cl)c1ccco1 (centres undefined) | -8 | ? | -23% | -3% | -6% | 4% | -1% | -3% | -1%
CCC1Oc2ccc(C)cc2N(CC(=O)NCCN2C(C)CCCC2C)C1=O (centres undefined) | -22 | 0% | -10% | 0% | -9% | -3% | 1% | 15% | -4%
CCOC(CNC(=O)Cn1nc(Cc2ccncc2)c2ccccc2c1=O)OCC | 19 | 4% | 1% | 18% | 4% | 4% | -1% | 4% | 14%
Cc1ccc(OCC(O)Cn2c(N3CCOCC3)nc3c2c(=O)[nH]c(=O)n3C)cc1 (centres undefined) | 6 | -8% | 11% | 9% | -2% | 13% | 22% | 7% | 13%
Cc1ccc(CN2CCCN(Cc3c(C)cc(C)cc3C)S2(=O)=O)cc1 | 3 | -12% | -3% | -12%&19% | · | 10%&15% | 4% | 4% | -3%
COC(=O)/C(=C\C=C\c1ccccc1)NC(=O)c1ccccc1 | -3 | -1% | -26% | -2% | -21%[11.3 µM] | -4% | 3% | -1% | 15%
CC1=NCCN1CCNC(=O)Nc1ccc(C(C)(C)C)cc1 | 12 | 0% | -2% | -3% | 19% | -9% | 21% | 3% | 5%
CC1(C)SC(=S)N(Cc2ccc3c(c2)OCO3)C1N(O)C(=O)NC1CCCCC1 (centres undefined) | -15 | 6% | -13% | 15µM* | 1% | ? | 0%[9.24 µM] | 0% | -2%
COC(=O)c1ccc(CSc2ccc3nnc(-c4ccccc4)n3n2)o1 | 15 | 0% | -3% | -26% | 6% | 6% | -20% | 3% | -20%
Cc1ccc2c(c1)N(Cc1ccc3c(c1)OCO3)C(=O)C(C)O2 (centres undefined) | -1 | -17% | -4% | -16% | -13% | 0% | -21% | ? | -14%
COCCSc1nnc(NC(=O)c2ccc3c(c2)OCO3)s1 | 8 | -17% | 5% | 1% | -5% | 1% | -10% | ? | -2%
O=P1(NC2CCCCC2)OCC2(CO1)COP(=O)(NC1CCCCC1)OC2 (centres undefined) | 7 | -1% | 4% | 0% | 1% | -2% | -14% | -40% | -3%
COc1cc(Cl)c(C)cc1NC(=O)c1ccccc1-n1cnnn1 | 7 | 25% | 11% | 12% | 1% | 6% | -22% | -21% | -27%

Gathered by group, the entries above containing an aryl methoxy group (2)
SMILES | IL1B secr inh | SW480 rereplic | WRN inhibitor | KB-V1 cytotox | ATXN2 expr inh | KB-3-1 cytotox | HT1080 IDH1KD tx | MCF10A rereplic | HT1080NT lethal
COc1ccc(S(=O)(=O)N2CCC(C(=O)NC3CCCC3)CC2)cc1OC | -9 | -1% | -11% | 23% | 4% | 18% | 6% | -2% | 10%
COc1cc(Cl)c(C)cc1NC(=O)c1ccccc1-n1cnnn1 | 7 | 25% | 11% | 12% | 1% | 6% | -22% | -21% | -27%

(more compounds)
SMILES | IL1B secr inh | SW480 rereplic | WRN inhibitor | KB-V1 cytotox | ATXN2 expr inh | KB-3-1 cytotox | HT1080 IDH1KD tx | MCF10A rereplic | HT1080NT lethal
Cc1coc(C)c1C(=O)CC1(O)C(=O)N(Cc2ccccc2)c2ccccc21 (centres undefined) | -16 | ? | -14% | 0% | -6% | -11% | -6% | ? | -8%
CC1C(=O)Nc2ccc(S(=O)(=O)NCCc3ccc(Cl)cc3)cc2NC1=O (centres undefined) | 17 | -2% | -9% | ? | 5% | -5% | -1% | -2% | -22%
Cc1cc(C)nc(N(C#N)CC(=O)Nc2ccccc2)n1 | 33 | 19% | -3% | -14% | -23% | 0% | -2% | 6% | -1%
CNC(=S)Nc1cccc(S(=O)(=O)NC2=NCCC2)c1 | 0 | 5% | 7% | -4% | · | 0% | 10% | -2% | 21%
CCN(CC1COc2ccccc2O1)C(=S)NCCCN(C)C (centres undefined) | -13 | 7% | 2% | -9% | -31% | -11% | -15% | ? | 0%
O=C(Oc1ccc(C(=S)N2CCC(O)CC2)cc1)c1ccc(Cl)cc1 | 6 | 16% | 12% | 14% | -6% | 3% | 29% | 1% | 12%
COc1ccccc1S(=O)(=O)Cc1ccc(C(=O)NCCCN2CCN(c3ccc(F)cc3)CC2)o1 | -7 | 5% | 0% | -23% | -25% | 0% | -9% | -1% | -29%
COc1ccc(OC)c(NC(=O)c2ccc(CN3CCc4ccccc4C3)cc2)c1 | -8 | 2% | -9% | -22% | -23% | 9% | 13% | ? | 3%
CCCC(=O)N1CCc2[nH]c3ccccc3c2C1 | 1 | 1% | 6% | -11% | -2% | -5% | -12% | 124%[0.0737 µM] | -9%
COc1ccccc1OCCSc1nc(C)c(Cc2ccccc2)c(=O)[nH]1 | 43 | -4% | 0% | 4% | 3% | 3% | 18% | ? | 9%
COc1ccc(NS(=O)(=O)c2cccc(C(=O)OCC(=O)Nc3cc(C)on3)c2)cc1 | 21 | -12% | 3%[11.6 µM] | 17% | 6% | 18% | -18% | 1% | -1%
COc1ccc(S(=O)(=O)Nc2cccc3ccc(O)cc23)cc1 | 34 | ? | -22% | ? | ? | 15µM* | 5.2µM* | 21µM* | 3.3µM*
Cc1nc2ccc(N)cc2s1 | 34 | 1% | -4% | 0% | -1% | 10% | 4% | -4% | -7%
Nc1ccc(N2CCOCC2)c2nonc12 | -19 | -1% | -21% | -2% | · | ? | -30% | 4% | -23%
Cc1cc(C(=O)N2CCN(C(=O)c3ccco3)CC2)ccc1[N+](=O)[O-] | -6 | -13% | 3% | 14% | -1% | 0% | 4% | 8% | 0%
CCCCOc1ccc(S(=O)(=O)NC(=O)C2(C)CCN2C(=O)c2c(C)noc2C)cc1 (centres undefined) | 14 | · | 2% | 3% | 4% | 0% | 9% | · | 21%
O=C(O)c1cnn2c(C(F)F)cc(C3CC3)nc12 | 13 | -4% | 2% | 14% | -9% | 10% | 2% | 2% | 2%
CC(C)C[C@H]1CN(CCCC[C@@H]2CNC(=O)C(=O)N2CC2CCCCC2)C(=O)C(=O)N1CCc1ccccc1 | 22 | · | 0% | 6% | -3% | 14% | ? | · | 21%
Cc1ccc(F)cc1NC(=O)COC(=O)c1ccc2ncsc2c1 | -8 | 7% | 3% | 2% | · | 11% | 1% | 0% | 2%
Cc1ccc(NS(=O)(=O)c2ccc(C(=O)Nc3nncs3)cc2)cc1 | 43 | 2% | 0% | 0% | -2% | 0% | -5% | -14% | -9%
CCS(=O)(=O)N1N=C(c2cccc(NS(C)(=O)=O)c2)CC1c1ccc(C)cc1 (centres undefined) | 16 | 3% | -16%[57.1 µM] | -12% | 9%[11.3 µM] | -6% | -19% | 1% | -5%
COc1ccccc1NC(=O)C1CCN(S(=O)(=O)c2cccs2)CC1 | 2 | 4% | 3% | 0% | ? | 5% | -11% | -4% | 2%
O=C(/C=C1\C(=O)Nc2ccccc21)/C=C1\C(=O)Nc2ccccc21 | -2 | ? | -9% | 17% | -14% | ? | ? | ? | ?
O=C(Nc1nnc(S(=O)(=O)N2CCOCC2)s1)c1ccccc1F | -3 | ? | 9% | -1%&10% | · | -4%&3% | 5% | ? | 1%
CCOc1ccc(/C=C/C(=O)Nc2ccc3[nH]c(=O)[nH]c3c2)cc1 | 0 | · | -23% | -1% | 2% | 0% | 18% | -5% | 11%
OCc1ccc(O)c2ncccc12 | 80 | 16µM* | -1% | ? | ? | ? | ? | ? | ?
Cn1c(N)c(C(C[N+](=O)[O-])c2c(F)cccc2Cl)c(=O)n(C)c1=O (centres undefined) | -7 | 16µM* | 4% | -23% | -4% | ? | ? | ? | ?
Cc1c(C(=O)Nc2cnccn2)oc2ccccc12 | 32 | ? | -15% | ? | 35%[activator] | 2% | ? | ? | -29%
O=C(N/N=C/c1ccsc1)c1cc(O)cc(O)c1 | 14 | -8% | -12% | 14% | 10% | 14% | 2% | 1% | 0%
Clc1ccc(C2CC(c3ccccc3)Nc3ncnn32)cc1 (centres undefined) | -22 | -6% | -2% | ? | -9% | ? | -8% | 0% | 3%
C/C(Cn1nnc([N+](=O)[O-])n1)=N\NC(=O)c1ccccc1 | 35 | 17% | -7% | 2% | -15% | 11% | ? | 0% | ?
